# Source: PubChem (National Center for Advancing Translational Sciences (NCATS))
# CCT modulator: cytosolic chaperonin activity modulation | purified chaperonin ATPase assay, HTRF ADP detection, 30 min | activity change, % (test concentration not listed), hits read low | hit rate 0.3% among 360,000 | AID 651819; in the data active = activity change below about -30%; also: % is scaled to controls: 0 for no effect and ±100 for the full control effect
#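 We incubate TRiC, 40 or 20 nM final, with library compounds at 76 uM and 10 uM ATP for 30 min at 37 °C. ADP formed is detected with Transcreener HTRF reagents after 30 min at room temperature.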
# WRN helicase inh: inhibitors of human WRN helicase; Q14191; WRN helicase unwinding, fluorescent forked duplex, kinetic; Potency, µM (top dose mostly 114 µM), without a hit: at the top dose activity change, negative = inhibition, most hits filed as inhibitors; hit rate 0.46% among 360,000; also: potency is read from the fitted curve at half-maximal effect; % is scaled to controls: 0 for no effect and ±100 for the full control effect; nearly all actives have a fitted effect of over 55% in size
#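 Primary qHTS, 1536-well format. 20 nM WRN + compound, 15 min RT; start with 100 nM forked fluorophore/quencher duplex, 2 mM ATP (final); kinetic read ex 525/em 598 nm.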
# PI5P4Ka inh: inhibitors of human PI5P4K alpha | PI5P4Kalpha enzyme, ADP-Glo luminescence, 60 min; stronger effect = lower value | max response, % | AID 652105 | hit rate 1.2% among 330,000; active = max response of -50% or lower; inconclusive = between -30% and -50%; inactive = -30% or higher; also: value at the top dose of about 77 µM; % is scaled to controls: 0 for no effect and ±100 for the full control effect
#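 Controls without substrate or without enzyme flank wells where PI5P4Kalpha converts substrate using 5 microM ATP (final). Incubation lasts 60 minutes at room temperature; ADP formed is read by ADP-Glo luminescence.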
# IL2 activator: activators of IL-2; IL-2 activation reporter assay, cell-based qHTS; stimulated with anti-CD3/CD4/CD28 beads; in transgenic mouse T cells; activation, % (series mostly up to about 46 µM); hit rate 0.065% among 360,000; in the data active = activation above about 50%; inconclusive = mostly about 30% to 49%; also: 0% is about no effect
#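 Readout is EGFP and DsRed signal by fluorescent plate cytometry after 18 h at 37 degrees C. Transgenic mouse T cells (750/well) received compound for 60 min before bead stimulation (anti-CD3, anti-CD4, anti-CD28); memory T cells served as non-tolerant control.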
# EPAC1 antag: blocks human EPAC1 exchange factor; O95398; EPAC1 GEF assay, Rap1b-BODIPY-GDP exchange fluorescence; Potency, µM (series often up to 115 µM), for inactives: at the top dose activity change, negative = inhibition, actives largely listed as inhibitors; hit rate 0.14% among 360,000; AID 720709;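 also: potency is read from the fitted curve at half-maximal effect; plate controls were vehicle for no effect and positive control for full effect; nearly all actives have a fitted effect of over 50% in size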
# Target sequence (O95398 whole entry, looked up): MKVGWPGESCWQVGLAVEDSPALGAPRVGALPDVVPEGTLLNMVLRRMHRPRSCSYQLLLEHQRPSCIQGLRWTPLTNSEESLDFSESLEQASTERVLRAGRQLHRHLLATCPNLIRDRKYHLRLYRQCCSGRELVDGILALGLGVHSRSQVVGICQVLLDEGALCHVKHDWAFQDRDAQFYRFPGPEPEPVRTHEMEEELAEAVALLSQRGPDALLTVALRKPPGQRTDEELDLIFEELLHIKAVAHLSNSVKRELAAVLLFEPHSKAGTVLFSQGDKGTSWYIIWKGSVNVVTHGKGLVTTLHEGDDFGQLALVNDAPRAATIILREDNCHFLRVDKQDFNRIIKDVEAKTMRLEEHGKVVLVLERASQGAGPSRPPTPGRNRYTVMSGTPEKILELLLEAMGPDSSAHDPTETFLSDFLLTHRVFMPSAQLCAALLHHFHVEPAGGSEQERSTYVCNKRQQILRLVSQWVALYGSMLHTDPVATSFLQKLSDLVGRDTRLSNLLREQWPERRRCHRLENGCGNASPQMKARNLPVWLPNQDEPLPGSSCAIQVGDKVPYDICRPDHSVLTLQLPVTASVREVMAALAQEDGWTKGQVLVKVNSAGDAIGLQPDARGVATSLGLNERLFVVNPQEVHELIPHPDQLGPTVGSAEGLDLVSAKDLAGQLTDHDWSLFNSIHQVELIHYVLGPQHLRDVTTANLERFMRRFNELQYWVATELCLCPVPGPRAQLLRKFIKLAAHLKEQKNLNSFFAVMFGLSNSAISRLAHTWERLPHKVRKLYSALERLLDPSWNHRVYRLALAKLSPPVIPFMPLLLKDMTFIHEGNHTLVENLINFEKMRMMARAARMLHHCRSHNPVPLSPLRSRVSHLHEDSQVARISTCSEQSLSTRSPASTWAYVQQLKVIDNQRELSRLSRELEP
# EPAC2 agonist: activates human EPAC2 exchange factor. Potency, µM (top dose mostly 154 µM), without a hit: top-dose activation, hits mostly activators. Q8WZA2. EPAC2 activation, biochemical qHTS; response scale: 100% = 6.5 mM cAMP response. hit rate 0.079% among 360,000; also: potency is read from the fitted curve at half-maximal effect; nearly all actives have a fitted effect of over 50% in size
#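 qHTS, titration series. 100 nM EPAC2 / 250 nM Rap1B-BODIPY-GDP / 50 uM GDP; RT; ex 480/em 540 nm, 5-min reads to 30 min. Norm. to 6.5 mM cAMP = activation.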
# EPAC1 ag: agonists of human EPAC1; O95398; EPAC1 agonist qHTS, biochemical assay; response scale: 100% = response to 6.5 mM cAMP; Potency, µM (top dose mostly 154 µM), for inactives: at the highest dose activation, actives largely listed as activators; hit rate 0.073% among 360,000; also: potency is read from the fitted curve at half-maximal effect; nearly all actives have a fitted effect of over 60% in size
#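 EPAC1 100 nM, Rap1B–BODIPY-GDP 250 nM, unlabeled GDP 50 uM; compound titration; 5 min RT; kinetic read ex480/em540 at 5-min intervals ×30 min; data normalized to 6.5 mM cAMP agonist control.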
# PLK1 PBD inh: blocks phosphopeptide binding to human PLK1 polo-box domain; AID 720504; hit rate 2.8% among 360,000; Plk1 PBD binding of FITC phosphopeptide, fluorescence polarization; Potency, µM, for inactives: max response, negative = inhibition, actives largely listed as inhibitors; also: potency is read from the fitted curve at half-maximal effect; series mostly up to about 57 µM; % is scaled to controls: 0 for no effect and ±100 for the full control effect; nearly all actives have a fitted effect of over 65% in size
# Active calls of the source: *; ? = inconclusive; · = not tested or not shown; [ ] = another dose, or the depositor's remark. Unless noted, calls follow the shape of the dose curve; as a rule, active = well fitted curve in the direction sought with a large enough effect; inconclusive = small, poorly fitted or top-dose-only effect, or another doubt; inactive = no such curve, though single readings can be large; an effect the other way counts as inactive or inconclusive. These rows are one share of the data (hit frequency here may not be typical).
# Order of values: PLK1 PBD inh	WRN helicase inh	EPAC1 antag	PI5P4Ka inh	IL2 activator	CCT modulator	EPAC1 ag	EPAC2 agonist
> CC1(C)C(=O)NCCN1C(=O)CSc1nccc(-c2ccc(Br)cc2)n1
    -17%	-8%	7%	·	0.5	0.8	2%	14%
> O=C(CSc1nnc(-c2cccs2)n1CC1CCCO1)N1CCCC1 (configuration not stated)
    -6%	7%	5%	-4	1.3	-2.6	1%	6%
> Oc1ccc2cccnc2c1
    27µM*	9%	3%	-14	0.9	-0.7	5%	0%
> Cc1ccnc(NC(c2ccncc2)c2c(C)[nH]c3ccccc23)c1 (configuration not stated)
    -23%	-21%	1%	4	-0.2	-4.7	3%	-1%
> O=C(CNC(=O)c1ccccc1F)OCC(=O)N1CCCCC1
    -5%	-19%[57.1 µM]	-8%	-5	-0.3	-1.3	-7%	-2%
> O=C(CSc1ncccn1)NC(=O)c1ccccc1
    -4%	6%	-12%	3	-0.1	0.1	3%	1%
> COc1ccc(-n2nc3c(N4CCC(C(=O)NC5CCCCC5)CC4)nnc(C)c3c2C)cc1
    -4%	6%	30%[activator]	-7	-1.8	0.7	6%	-3%
> Cc1ccc(-c2nn(-c3ccccc3)cc2CC(=S)N2CCOCC2)cc1
    -14%	-6%	-15%	4	-3.3	-1.3	18%	16%
> COC(=O)c1sc(S(=O)(=O)N2CCCCC2)c(C(=O)OC)c1C
    -9%	1%	-4%	·	-1.7	-0.9	11%	7%
> COc1ccccc1C1CC(=O)NC(C)=C1C(=O)OCC1CCCO1 (configuration not stated)
    -1%	0%	6%	-2	0.3	-0.4	11%	6%
> CCOC(=O)C1=C(C)Nc2ccccc2N=C1NC(=O)c1cccc(S(=O)(=O)NCc2ccccc2)c1
    -3%	-10%	2%	0	-0.1	0.4	-1%	13%
> COc1ccc(S(=O)(=O)N(C)CC(=O)N2CCN(C)CC2)cc1Cl
    -10%	6%	15%	-2	1.6	-2.2	1%	8%
> Cc1cc(C)n(-c2nc3c(c(=O)[nH]c(=O)n3C)n2CCc2ccccc2)n1
    30µM*	-1%	?	3	-2.5	-0.5	-2%	14%
> Cc1c(C(=O)NCC2COc3ccccc3O2)oc2ccc(S(=O)(=O)N3CCOCC3)cc12 (configuration not stated)
    -3%	8%	-18%	8	-1.2	-1.0	17%	5%
> COc1ccc(CN2C(=O)CCC2(C)C(=O)NC2CCCC2)c(OC)c1 (configuration not stated)
    -1%	-4%	?	-1	1.6	0.9	7%	9%

# Further compounds
# Order of values: PLK1 PBD inh	WRN helicase inh	EPAC1 antag	PI5P4Ka inh	IL2 activator	CCT modulator	EPAC1 ag	EPAC2 agonist
> CCCN1CCN(C2CCCCC2NS(=O)(=O)c2ccccc2)CC1 (configuration not stated)
    -14%	-2%	-7%	0	-2.0	-4.8	-6%	-1%
> O=C(NNC(=O)c1cc(-c2ccccc2)nn1-c1ccccc1)c1ccccc1
    1%	1%	-16%	-4	-0.2	-1.7	6%	0%
> C(/C=C/c1ccccn1)=C\c1ccccc1
    -2%	-2%	-12%	2	-0.2	1.2	0%	8%
> CCOC(=O)C1CCCN(C2=C(NS(=O)(=O)c3ccc(Br)cc3)C(=O)c3ccccc3C2=O)C1 (configuration not stated)
    -30%	-1%	?	0	1.0	-0.3	17%	27%
> Cc1cc(C)cc(NC(=O)CCN2C(=O)c3ccccc3S2(=O)=O)c1
    -10%	0%	-1%	-1	-2.3	1.5	0%	2%
> COc1ccc(CC(=O)N(C)CC(=O)Nc2ccccc2C(F)(F)F)cc1S(=O)(=O)N1CCOCC1
    -8%	-5%	24%	-2	-0.3	-4.3	0%	14%
> CN1C(=O)[C@H]2[C@@H](c3ccc(C(F)(F)F)cc3)N[C@]3(CCCN(Cc4ccc(Br)cc4)C3=O)[C@H]2C1=O
    -4%	1%	5%	4	-2.3	1.9	7%	9%
> CC(C)c1nc2cc(Cl)ccc2n(Cc2ccccc2)c1=O
    0%	-6%[57.1 µM]	-19%	10	-1.0	0.8	1%	8%
> COc1ccc(-n2ccnc2SCC(=O)NO)cc1
    -10%	5%	-15%	0	0.0	-1.6	-5%	3%
> COC(=O)c1c(NC(=O)/C=C/C(=O)O)sc(C)c1-c1ccc(C(C)C)cc1
    38µM*	10%	-31%	-7	-5.8	-7.1	-12%	2%
> Cc1ccc(C(=O)C(C)OC(=O)CNS(=O)(=O)c2ccc(C)cc2)cc1 (configuration not stated)
    -5%	-2%	-3%	7	-0.4	2.3	10%	5%
> Cc1ncc(CN2CCCC(C(=O)Nc3ccc(-c4cccc(F)c4)cc3)C2)n1C (configuration not stated)
    -8%	-29%	12%	0	-3.5	0.3	4%	7%
> Cc1ccc2c(=O)cc(C(=O)Nc3ccc(S(=O)(=O)Nc4onc(C)c4C)cc3)oc2c1
    -16%	-21%	13%	0	-2.2	0.8	-6%	-6%
> COC(=O)Cc1ccc(NC(=S)NN2CCOCC2)cc1
    -5%	-1%	-7%	-6	0.0	1.3	5%	-2%
> CCN(C(=O)COC(=O)c1ccccc1OCc1ccc(Cl)cc1)C1CCS(=O)(=O)C1 (configuration not stated)
    -5%	-25%	-10%	17	-0.8	-0.9	10%	8%

# Some of the entries above, reformatted:
Structure	PLK1 PBD inh	WRN helicase inh	EPAC1 antag	PI5P4Ka inh	IL2 activator	CCT modulator	EPAC1 ag	EPAC2 agonist
Cc1ccc2c(=O)cc(C(=O)Nc3ccc(S(=O)(=O)Nc4onc(C)c4C)cc3)oc2c1	-16%	-21%	13%	0	-2.2	0.8	-6%	-6%
COC(=O)c1c(NC(=O)/C=C/C(=O)O)sc(C)c1-c1ccc(C(C)C)cc1	38µM*	10%	-31%	-7	-5.8	-7.1	-12%	2%

# Additional compounds follow.
# Order of values: PLK1 PBD inh	WRN helicase inh	EPAC1 antag	PI5P4Ka inh	IL2 activator	CCT modulator	EPAC1 ag	EPAC2 agonist
> CC(=O)N/C(=N/c1nc(C)cc(C)n1)Nc1cccc(C)c1
    -13%	4%	?	6	-5.8	-2.3	-6%	10%
> O=C(NC1CCN(Cc2ccccc2)CC1)c1cccc(S(=O)(=O)Nc2cc(C(F)(F)F)ccc2Cl)c1
    -14%	-17%	-16%	-3	-0.4	-0.5	-4%	-8%
> O=[N+]([O-])c1cccc(/C=C/c2ccncc2)c1
    -1%	-5%	-1%	5	2.4	1.8	5%	-1%
> NC(=O)c1ccccc1NC(=O)COc1ccc2c(c1)OCO2
    -14%	9%	5%	-3	-0.3	-0.1	5%	7%
> CCCN1C=CC(=CC=C(C#N)C#N)C=C1
    76%[activator]	8%	-4%	0	1.7	-1.2	3%	-5%
> CCOC(=O)COc1nc2ccc(Br)cc2c(-c2ccccc2)c1C(C)=O
    -9%	1%	12%	0	-1.2	-0.7	12%	12%
> CCC1Sc2ccccc2N(CC(=O)NC2CCCCC2)C1=O (configuration not stated)
    -6%	2%	-2%	-6	0.8	0.5	-2%	9%
> CC(=O)Nc1ccc(NC(=O)C(C)OC(=O)CC2CCCCC2)cc1 (configuration not stated)
    -6%	-3%	12%	-4	-0.2	-2.0	9%	-6%
> CC(C)(C)NC(=O)CN(C(=O)CCC(=O)Nc1nccs1)c1ccc(F)c(Cl)c1
    -5%	12%	3%	-2	0.0	-2.1	11%	5%
> CCCCN(C(C)=O)c1ccc2c(c1)C1CC2CCN1C(=O)OCc1ccccc1 (configuration not stated)
    -8%	-6%	-6%	3	0.0	-1.5	-10%	16%
> O=C(Cn1cnc2ccccc2c1=O)NCCC(=O)Nc1ccc(F)cc1
    5%	?	11%	1	0.0	-0.8	-3%	-1%
> Cn1c(SCC(=O)O)nnc1-c1ccc(NC(=O)c2ccc(Cl)c(Cl)c2)cc1
    -18%	-10%	-2%	-9	0.9	-2.6	7%	10%
> Cc1ccc(CN2CC(N3CCCC3)CS2(=O)=O)cc1 (configuration not stated)
    -17%	-2%	1%	-1	0.0	-1.8	1%	9%
> CC(=O)NC(=S)Nc1ccc(NC(=O)c2cccs2)cc1
    -14%	-30%	-7%	7	-0.5	-27	-6%	6%
> C=CCN(CC=C)C(=O)c1cccc(OC2CCN(CC(C)(C)C)CC2)c1
    -2%	-5%	-7%	0	-0.1	0.2	-6%	-5%

# Further records
# Order of values: PLK1 PBD inh	WRN helicase inh	EPAC1 antag	PI5P4Ka inh	IL2 activator	CCT modulator	EPAC1 ag	EPAC2 agonist
> COc1ccc(S(=O)(=O)N2CCN(C(=O)c3cccs3)CC2)cc1OC
    -9%	3%	0%	·	-1.9	-1.1	3%	1%
> CC(=O)NC12CC3CC(C1)CC(C(=O)N1CCN(S(=O)(=O)c4cccs4)CC1)(C3)C2
    -6%	-8%	1%	3	-0.5	-1.3	-2%	-5%
> COc1ccc(C(=O)Nc2cccc3nc(C)ccc23)cc1OC
    -2%	-8%	-14%	-3	-2.2	0.8	4%	0%
> Cc1nc(NC(=O)c2ccccc2)sc1C
    -5%	-2%	10%	-2	0.0	0.0	11%	6%
> COCC(C)n1c(C)cc(C(=O)COC(=O)c2c(NC(C)=O)sc(C)c2C)c1C (configuration not stated)
    -5%	-1%	2%	3	-1.4	2.5	2%	-11%
> O=C(Nc1cccc(S(=O)(=O)N2CCCCC2)c1)c1cccs1
    -11%	-28%	-24%	-2	0.6	-3.2	22%	19%
> CCCCn1c(N)c(Sc2ccc(Cl)cc2)c(=O)[nH]c1=O
    -4%	10%	9%	·	0.5	-0.7	5%	-6%
> COc1ccc(NC(=O)CN2CCC(Cc3ccccc3)CC2)cc1S(=O)(=O)N1CCOCC1
    -8%	3%	-2%	-9	-2.7	-0.3	7%	1%
> CCC1CCCCN1C(=O)Cn1c(=O)oc2ccccc21 (configuration not stated)
    0%	5%	9%	1	-0.8	1.0	1%	-9%
> CN(Cc1ccccc1)Cc1cc(=O)oc2ccc3ccccc3c12
    -6%	-12%	-6%	14	0.3	2.5	3%	15%
> Cc1cc(C)n2nc(C(=O)NNC(=O)c3ccccc3)nc2n1
    0%	-7%	1%	1	1.3	0.1	-3%	-2%
> CC1CCCC(C)N1/N=C/c1cc(Br)cc(Br)c1O (configuration not stated)
    5%	-14%	2%	25	0.9	-1.0	-4%	-4%
> Cc1ccc(S(=O)(=O)NNC(=O)C2COc3ccccc3O2)cc1 (configuration not stated)
    -1%	-3%	-6%	?	-2.3	2.1	0%	0%
> COC(=O)c1ccc(CSc2nc3ccccc3s2)o1
    -6%	-8%	-6%	·	1.2	-0.3	11%	24%
> COc1cc(NC2c3ccccc3C(=O)N2Cc2ccccc2)cc(OC)c1OC (configuration not stated)
    -4%	-1%	-22%	4	-1.8	-0.1	-4%	-13%
> CC(=O)Nc1ccc(S(=O)(=O)N2CCC(C(=O)NCc3cccnc3)CC2)cc1
    -7%	0%	8%	0	-1.2	-0.1	0%	7%
